# Assay outcomes (PubChem)
# NPY-Y2 antag = blocks the human neuropeptide Y Y2 receptor. inhibition, % at 2.7 µM. 140,000 tested, 0.99% active. NPY-Y2 expressing cells, antagonist mode. AID 793; in the data active means inhibition above about 17%;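 further: 0% = vehicle with agonist challenge and 100% = reference antagonist with challenge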
# Target sequence (P49146 whole entry, looked up): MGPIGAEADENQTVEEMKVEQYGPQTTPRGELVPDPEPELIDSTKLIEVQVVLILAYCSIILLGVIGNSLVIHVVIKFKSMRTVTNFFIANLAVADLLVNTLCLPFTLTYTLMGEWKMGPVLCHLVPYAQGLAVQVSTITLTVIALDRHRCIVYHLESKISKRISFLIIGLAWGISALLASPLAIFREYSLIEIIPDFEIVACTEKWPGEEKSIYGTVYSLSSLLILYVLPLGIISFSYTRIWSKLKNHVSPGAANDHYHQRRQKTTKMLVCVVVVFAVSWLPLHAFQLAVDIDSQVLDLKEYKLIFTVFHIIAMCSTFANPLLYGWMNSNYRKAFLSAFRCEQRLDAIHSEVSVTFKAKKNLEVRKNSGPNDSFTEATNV
# PTEN del growth = PTEN-deleted cell growth suppression. HCT116 PTEN-null viability, CellTiter-Glo, 60 h; stronger effect = lower value. viability, % at 10 µM. 140,000 tested, 1.2% active;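 active means viability at or below a set limit, 4 SD under the median of all tested compounds, cut at about 3.7% in these data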;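 further: PTEN knockout HCT116 line with beta catenin targeted HCT116 as companion control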
# HCT116 bCat-KO = beta-catenin-lacking colon tumor cell growth suppression | HCT116 beta-catenin knockout viability, CellTiter-Glo, 60 h; stronger effect = lower value | viability, % at 10 µM | 140,000 tested, 1.5% active;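 active means viability at or under a set limit, the compound median less 4 SD, cut at about 6% in these data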;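 further: 0% = Hyamine 1622 control at 20 µM and 100% = untreated cell control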
# Measles CPE = protection of cells from measles virus; Measles virus-infected cells, CPE protection, absorbance; protection (pct of control), % at 4 µM; 140,000 tested, 1.5% active; AID 841; in the data active means protection mostly above about 24%, no sharp cut-off; inactive means mostly below about 26%; further: some compounds called inactive have numbers as strong as hits
# Phagocytosis inh = macrophage phagocytosis inhibition; J774A.1 macrophage IgG-bead phagocytosis, imaging; inhibition, % at 5 µM; 110,000 tested, 0.07% active;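 active means inhibition above the mean of the plate negative controls plus 5 SD, cut at about 13% in these data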;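 further: phagocytic index as fraction of beads internalized from green versus red external bead signal; plate controls were DMSO negative control for no effect and cytochalasin-D positive control for full effect; some results beyond the cut were filed as inactive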
# MRP-1 activ = MRP-1 activation | H69AR cells + doxorubicin, viability rescue, CellTiter-Glo | viability increase, % at 10 µM | 140,000 tested, 0.61% active | AID 799;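 active means viability gain under doxorubicin at or above a set limit, the compound median plus 3 SD, cut at about 4.7% in these data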;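 further: MRP-1 overexpressing cells given doxorubicin 25 µM after compound pretreatment; 18-22 h compound pretreatment then 72 h with doxorubicin before readout; 0% = doxorubicin-only wells and 100% = vehicle-treated cells without doxorubicin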
# BB579 growth dn = yeast BB579 growth reduction in restrictive medium; S. cerevisiae BB579 growth, OD615, 48 h; inhibition, % at 10 µM; 140,000 tested, 0.51% active;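 active means inhibition above a set limit, 3 SD over the mean compound inhibition, cut at about 44% in these data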; further: inactives centre near -24
#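 System: Saccharomyces cerevisiae DeaD strain BB579, replicative lifespan model yeast. Buffer or medium: restrictive glucose-based CSMM-D medium. Doses: one dose, 10 µM compound with 0.25% DMSO. Timing: 4 h preincubation and 48 h exposure at 30 °C. Detection: turbidity as optical density at 615 nm. Benchmarks: amphotericin B 10 µg/mL, positive.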
# GALR2 antag = blocks the human galanin receptor 2; O43603; GALR2-expressing cells, antagonist mode; inhibition, % at 4 µM; 140,000 tested, 0.39% active; AID 828; in the data active means inhibition above about 27%;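 further: cells stimulated with galanin 1-16 at roughly its EC80; 0% = agonist challenge control and 100% = basal control without agonist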
# Target sequence (O43603 whole entry, looked up): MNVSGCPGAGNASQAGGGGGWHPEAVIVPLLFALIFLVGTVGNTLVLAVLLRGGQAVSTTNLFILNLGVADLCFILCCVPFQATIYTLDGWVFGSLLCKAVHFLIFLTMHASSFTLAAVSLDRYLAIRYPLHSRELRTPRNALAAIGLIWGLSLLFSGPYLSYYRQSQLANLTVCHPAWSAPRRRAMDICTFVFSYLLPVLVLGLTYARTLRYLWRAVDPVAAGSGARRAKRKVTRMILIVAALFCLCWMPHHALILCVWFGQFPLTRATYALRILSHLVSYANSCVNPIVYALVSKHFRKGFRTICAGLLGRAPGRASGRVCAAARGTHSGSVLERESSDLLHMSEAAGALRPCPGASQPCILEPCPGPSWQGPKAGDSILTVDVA
# Yeast lifespan up = yeast lifespan extension; S. cerevisiae growth with nicotinamide, OD615; deaD strain in restrictive glucose medium; inhibition of the nicotinamide effect, % at 10 µM; 130,000 tested, 0.68% active; AID 775;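 active means inhibition above a set limit, placed 3 SD over the median of all compounds, cut at about 26% in these data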;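 further: 0% = nicotinamide-treated wells and 100% = cells grown without nicotinamide; some compounds called inactive have numbers as strong as hits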
#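 Assay system: engineered S. cerevisiae DeaD replicative-lifespan strain, galactose-grown log-phase cells; medium: restrictive CSMM-D dextrose medium; also added: nicotinamide, 1.5 mM, co-present with compound; schedule: 48 h compound exposure at 30 °C, humidified; detection: absorbance at 615 nm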
# E-sel TNF inh = blocks E-selectin expression induced by TNF alpha. 120,000 tested, 0.71% active. inhibition, % at 2 µM. HUVEC TNFa-induced E-selectin immunofluorescence, high content;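 active means inhibition above the batch mean plus 3 SD, and confirmed as a hit on visual image review, cut at about 43% in these data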;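 further: 0% = TNF-stimulated DMSO wells and 100% = unstimulated control wells; not every result past the cut was called active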
# Starred values were filed as active, the others as inactive; · = not tested or not shown.
Compound	NPY-Y2 antag	PTEN del growth	HCT116 bCat-KO	Measles CPE	Phagocytosis inh	MRP-1 activ	BB579 growth dn	GALR2 antag	Yeast lifespan up	E-sel TNF inh
CC1(C)COC(c2ccc(F)c([N+](=O)[O-])c2)=N1	1	74	56	6	-6	-6.0	-9	4	6	·
Cc1cc(C)n(-c2ncnc3sc4c(c23)CC(C)CC4)n1 (configuration not stated)	11	98	97	2	-1	-0.2	-14	3	-7	23
NC(Cc1cccc2nsnc12)C(=O)O (configuration not stated)	2	87	83	19	0	-1.8	-31	-10	-19	·
O=C(Nc1cccc(C(F)(F)F)c1)c1ccco1	3	93	97	7	-2	0.3	3	2	-18	29
COc1cccc(-c2nn3c(-c4cccc(C)c4)nnc3s2)c1	13	86	90	13	-1	-2.5	-23	-11	-3	-18
Cc1c(Cl)cccc1NC(=O)CNc1ccccc1F	3	81	86	23	6	-2.6	-16	-3	-7	·
CCOc1ccccc1C(=O)N1c2ccccc2Sc2ccccc21	1	63	63	9	0	-2.1	-10	-4	-16	-7
COC(=O)\C(C(C)=O)=C(/C=C/C=C/N(C)C)N(C)C	9	96	96	18	-1	0.0	-58	-14	-9	·
Cc1ccc(Nc2nc(CSc3nnc(-c4cccs4)o3)cs2)cc1	8	86	83	12	·	2.0	-30	-5	-4	-10
O=C(NCCCN1CCCC1=O)c1ccccc1NS(=O)(=O)c1ccc(Br)cc1	2	100	95	19	3	-0.9	-2	5	-7	14
Cc1ccc2c(CC(=O)NCc3ccco3)coc2c1C	5	37	29	2	0	-2.7	-23	4	-6	-15
CC(=O)c1cccc(NC(=O)Nc2cnn(Cc3ccc(F)cc3)c2)c1	0	82	89	10	2	-1.5	-3	17	-8	-12
Cc1cc(-c2ccccc2)c(C#N)c(N)n1	-2	97	84	5	1	-3.6	-28	-5	-25	7
Cn1c(=O)c2c(SCC(=O)NCc3ccco3)nc(CC(C)(C)C)nc2n(C)c1=O	8	86	77	13	0	-2.6	-5	0	3	7
COc1ccc(CNC(=O)c2cc(-c3ccc(OC)c(OC)c3)on2)cc1	0	103	102	22	-1	1.1	-28	3	-7	-20
COc1ccc(OC)c(C(c2nnnn2Cc2ccccc2)N2CCN(C)CC2)c1 (configuration not stated)	3	87	83	11	0	-3.0	-33	7	-19	-20
CCCC(=O)Nc1ccc2oc(-c3cccnc3)nc2c1	4	98	97	6	0	0.5	-17	8	-25	-6
COC(=O)c1ccc(/C=N/n2cnnc2)cc1	5	99	89	3	-1	0.4	-44	-10	-8	·
Cn1c(SCC(=O)NCc2ccco2)nnc1-c1cccs1	3	98	93	19	0	-1.2	-13	1	-6	-10
O=C(c1ccco1)N1CCC(c2ccccc2)C1 (configuration not stated)	5	101	98	4	-1	1.5	-20	-8	-9	·
Cc1ccc(OCC(=O)OCCN2C(=O)c3ccccc3C2=O)cc1C	6	91	90	9	0	-2.9	-59	6	8	-7
CCOC(=O)N1CCN(C(=O)c2cnn3c(C(F)F)cc(-c4ccc(C)cc4)nc23)CC1	17*	87	72	7	-1	-3.2	-41	-7	-1	-21
O=C(CCCn1c(=O)[nH]c2ccsc2c1=O)N1CCN(c2ccccn2)CC1	-1	103	105	9	·	-2.5	-23	-4	-19	2
CCOc1ccccc1NC(=O)CCn1c(=O)oc2ccccc21	3	106	94	4	·	-2.3	-32	-6	-5	-10
N#CCCN1CCN(C(=S)c2ccc(-c3cccc(Cl)c3)o2)CC1	3	91	82	15	0	0.6	-39	8	-14	·
COc1cc(=O)n2c(-c3ccccc3)csc2n1	4	100	100	30	0	0.5	-50	12	-13	·
CCOC(=O)N1CCC(=NNC(=O)COc2ccc(OC)cc2)CC1	1	94	102	10	-2	-1.5	-27	0	-4	43
O=C(OCn1nnc2ccccc2c1=O)C1CCCCC1	2	101	94	32	-1	-0.3	-1	-3	4	0
CCCNC(=O)NC(=O)COC(=O)c1cccc(NS(=O)(=O)c2ccc(F)c(F)c2)c1	0	93	85	14	2	-2.4	-26	9	2	22
Cc1cc2c(cc1C)NC(c1c(C)n(C)n(-c3ccccc3)c1=O)C1=C(CC(C)(C)CC1=O)N2 (configuration not stated)	0	72	82	0	-2	-2.1	-50	16	21	6

# Shown with each value named: entries from further up
canonical_smiles: CCOc1ccccc1C(=O)N1c2ccccc2Sc2ccccc21
  NPY-Y2 antag: 1
  PTEN del growth: 63
  HCT116 bCat-KO: 63
  Measles CPE: 9
  Phagocytosis inh: 0
  MRP-1 activ: -2.1
  BB579 growth dn: -10
  GALR2 antag: -4
  Yeast lifespan up: -16
  E-sel TNF inh: -7
canonical_smiles: CCOC(=O)N1CCN(C(=O)c2cnn3c(C(F)F)cc(-c4ccc(C)cc4)nc23)CC1
  NPY-Y2 antag: 17*
  PTEN del growth: 87
  HCT116 bCat-KO: 72
  Measles CPE: 7
  Phagocytosis inh: -1
  MRP-1 activ: -3.2
  BB579 growth dn: -41
  GALR2 antag: -7
  Yeast lifespan up: -1
  E-sel TNF inh: -21
canonical_smiles: CCOc1ccccc1NC(=O)CCn1c(=O)oc2ccccc21
  NPY-Y2 antag: 3
  PTEN del growth: 106
  HCT116 bCat-KO: 94
  Measles CPE: 4
  Phagocytosis inh: ·
  MRP-1 activ: -2.3
  BB579 growth dn: -32
  GALR2 antag: -6
  Yeast lifespan up: -5
  E-sel TNF inh: -10
canonical_smiles: Cc1c(Cl)cccc1NC(=O)CNc1ccccc1F
  NPY-Y2 antag: 3
  PTEN del growth: 81
  HCT116 bCat-KO: 86
  Measles CPE: 23
  Phagocytosis inh: 6
  MRP-1 activ: -2.6
  BB579 growth dn: -16
  GALR2 antag: -3
  Yeast lifespan up: -7
  E-sel TNF inh: ·

# Further entries follow.
# Below each SMILES: NPY-Y2 antag | PTEN del growth | HCT116 bCat-KO | Measles CPE | Phagocytosis inh | MRP-1 activ | BB579 growth dn | GALR2 antag | Yeast lifespan up | E-sel TNF inh
> CCc1ccccc1N(CC(=O)NCCSCc1ccco1)S(C)(=O)=O
→ -1 | 90 | 91 | 18 | -2 | -3.7 | 1 | -12 | -7 | ·
> CC1(C)Oc2ccc(NC(=O)c3ccco3)cc2O1
→ -1 | 95 | 87 | 4 | · | -0.5 | -41 | -8 | -27 | -12
> N#Cc1cccc2cnccc12
→ -2 | 97 | 101 | 2 | -1 | -1.3 | 7 | 13 | -2 | 9
> C=CCn1c(C(C)NC(=O)c2cccs2)n[nH]c1=S (configuration not stated)
→ 10 | 85 | 87 | 12 | 0 | -0.1 | -33 | 5 | 5 | ·
> CNC(=S)Nc1ccc(Nc2ccccc2)cc1
→ 3 | 53 | 70 | 2 | · | -2.5 | 15 | 9 | -16 | -24
> CC1(C)CC(=O)C(=Cc2cn(-c3ccccc3)nc2-c2ccc(Cl)cc2)C(=O)C1
→ -1 | 8 | 14 | 12 | 0 | -4.6 | -16 | -3 | 1 | -8
> CCN(CC)C(=O)CSc1nnc(COc2ccccc2)n1CC
→ 3 | 98 | 102 | 4 | 1 | -0.3 | -13 | 1 | -4 | 18
> CC(C)CCn1c(Br)nc2c1c(=O)n(CC(N)=O)c(=O)n2C
→ 2 | 102 | 97 | 13 | -2 | -1.2 | -8 | 6 | -7 | 13
> Cc1cccc(Oc2sc(C(=O)c3ccccc3)c(N)c2C#N)c1
→ 5 | 70 | 57 | 18 | · | -6.1 | -45 | 7 | -17 | ·
> O=S1(=O)C=C(Sc2nc3ccccc3s2)c2ccccc21
→ 2 | 1.2* | 1.9* | 2 | 3 | -6.4 | -11 | 74* | 69* | ·
> CC(=O)Oc1ccc(NC(=O)CSc2ccccc2)cc1
→ -1 | 82 | 78 | 10 | 1 | -3.5 | -44 | -5 | -33 | 2
> C=CCN1C(=O)CSc2ccc(C(=O)N3CCC(C)CC3)cc21
→ 3 | 103 | 96 | 8 | -1 | -0.8 | -24 | 0 | 0 | 30
> Cn1cnnc1SCNC(=O)C(F)(F)F
→ 0 | 94 | 94 | 5 | -1 | -2.1 | -14 | 2 | -23 | ·
> COc1ccc(N2CCN(C(=O)c3ccc(CSc4ccccc4)cc3)CC2)cc1
→ 0 | 92 | 95 | 6 | -5 | -0.7 | 1 | -2 | 0 | -2
> COc1ccc(C(C(=O)NC2CCCCC2)N(C(=O)Cc2c[nH]c3ccccc23)c2ccccc2C)cc1OC (configuration not stated)
→ -1 | 50 | 51 | 19 | -13 | -3.5 | -2 | -4 | -2 | -3
> Cc1[nH]c2c(Br)cccc2c1[C@H]1[C@@H](CC#N)C1(C)C
→ -3 | 91 | 89 | 10 | 0 | -4.3 | -58 | -2 | -7 | -3
> CC(=O)c1ccc(OCCCC(=O)n2nnc3ccccc32)cc1
→ -1 | 95 | 99 | 9 | 0 | -0.8 | -34 | 3 | 5 | 11
> CCOC(=O)c1[nH]c2ccc(OCC)cc2c1CCCN1C(=O)c2ccccc2C1=O
→ 0 | 92 | 81 | 4 | -2 | -1.4 | -43 | -10 | 0 | -12
> NC(=O)C1(N2CCCCC2)CCN(Cc2nc3ccccc3c(=O)[nH]2)CC1
→ 1 | 82 | 79 | 14 | 0 | -4.1 | -19 | 0 | -22 | -6
> COc1ccc(OC)c(-c2cn(S(=O)(=O)c3ccccc3)nc2N)c1
→ 0 | 89 | 91 | 3 | -2 | 0.6 | -5 | -10 | -11 | ·
> COc1cc(-c2nnc(-c3cc(OC)c(OC)c(OC)c3)o2)cc(OC)c1OC
→ 1 | 94 | 82 | 4 | · | -6.3 | -35 | -8 | · | 11
> CC1Cc2ccccc2N1S(=O)(=O)c1cccc2nsnc12 (configuration not stated)
→ 5 | 70 | 76 | 22 | -3 | -4.9 | -39 | -19 | -4 | ·
> COC(=O)CCCCCCCCC(O)CN1CCCCC1 (configuration not stated)
→ 2 | 95 | 102 | 3 | · | 0.1 | -21 | 9 | 5 | ·
> O=S(=O)(c1ccc(Br)s1)N1CCN(Cc2ccc3c(c2)OCO3)CC1
→ 5 | 90 | 94 | 10 | · | -0.6 | -24 | 2 | -1 | 0
> Cc1nnc(C)n1/N=C/c1cc(Br)cc(Br)c1O
→ 2 | 104 | 105 | 3 | 0 | -0.8 | 100* | -7 | -31 | ·
> COC(=O)c1oc2ccc(OC)cc2c1N
→ 1 | 100 | 82 | 20 | · | -2.1 | -16 | 9 | -11 | -15
> COc1ccc(OC)c2sc(NC(=O)C(C)C)nc12
→ 1 | 96 | 93 | 4 | 0 | 0.2 | -22 | 2 | -10 | ·
> CCOC(=O)C1C(=O)C=C(C)C(C(=O)OCC)C1c1ccc(OC)cc1 (configuration not stated)
→ 5 | 75 | 90 | 13 | -2 | -2.7 | -31 | 2 | -16 | -10
> Cc1nc(NC(=O)CSc2cc(C)c3ccccc3n2)c(Cl)cc1Cl
→ 8 | 67 | 71 | 10 | -6 | 1.5 | -25 | 8 | -2 | ·
> COC(=O)CCNc1ccc2c(c1)OCCO2
→ 1 | 91 | 102 | 2 | -1 | -0.6 | -10 | 7 | -11 | -18
> CNC(=O)NC(=O)C(C)OC(=O)c1cc2c(s1)CCCCC2 (configuration not stated)
→ 2 | 102 | 102 | 29* | -11 | 2.8 | -10 | 2 | -7 | -9
